RAM network inh: inhibitors of the yeast RAM network, primary screen, dse1pr::URA3 reporter, 5-FOA selection | S. cerevisiae dse1pr::URA3 reporter, 5-FOA growth OD615, 2 d; analog-sensitive cbk1-as2 kinase mutant strain | AID 868, 2007 | 190,000 compounds, 1.8% hits | inhibition, % at 50 µM;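 active = inhibition above a set limit, 3 SD over mean compound inhibition, cut at about 8.4% in these data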;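 also: 0% = DMSO-only wells with no growth and 100% = 10 µM 1-NA-PP1 full growth; inhibition rescues growth on 5-FOA so higher OD means more RAM inhibition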
HMGR II inh: inhibitors of E. faecalis class II HMGR, primary screen, biochemical, Enterococcus faecalis; purified E. faecalis HMGR, NADPH absorbance 340 nm kinetic; inhibition, % at 10 µM; 190,000 compounds, 0.41% hits; AID 1066, 2008;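 active = inhibition above a set limit, the median over all tested compounds plus 3 SD, cut at about 9.5% in these data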;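 also: enzyme runs in reverse so mevalonate oxidation gives rising NADPH absorbance; 0% = complete reaction with DMSO and 100% = background rate lacking mevalonate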
DTT redox prof: compounds producing H2O2 with reducing agent – biochemical, NIH compound library profiling, artefact control for MLSCN library redox annotation, primary screen; DTT-dependent redox cycling H2O2, phenol red/HRP absorbance; 100% = 100 µM peroxide control, 0% = buffer; activation, % at 10 µM; 200,000 compounds, 0.03% hits; AID 878, 2007;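 active = activation of at least 50% relative to the plate's high and low controls in the primary single-dose screen; inactive = activation below 50%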;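 also: compound incubated with DTT at 0.8 mM final as the reducing agent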
Lmaj promast: Leishmania major promastigote growth inhibition, primary screen; inhibition, % at 10 µM; AID 1063, 2008; Leishmania major promastigotes, resazurin fluorescence viability; 200,000 compounds, 9% hits; in the data active = inhibition above about 50%;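 also: promastigotes grown with compound for 44 hours at 28 °C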
TNAP inh no acc: human TNAP enzyme inhibitors, primary screen, biochemical, luminescent, no phosphate acceptor, uHTS; Alkaline phosphatase, tissue-nonspecific isozyme (Homo sapiens), P05186; purified TNAP, CDP-star luminescence, 30 min; inhibition, % at 20 µM; 200,000 compounds, 0.26% hits;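 active = tissue-nonspecific alkaline phosphatase inhibition above about 50% at 20 µM in the single-dose screen, limit read from the data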;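 also: 0% = DMSO negative control and 100% = EDTA positive control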
PMI act hi M6P: human PMI activators, high substrate, primary screen, biochemical, fluorescence intensity, near-saturating mannose 6-phosphate. coupled PMI enzyme assay, resazurin fluorescence, 20 min; stronger effect = higher value; 1 = untreated enzyme, 0 = substrate-free blank. activation factor at 20 µM. 190,000 compounds, 0.34% hits. Mannose-6-phosphate isomerase (Homo sapiens), P34949;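 active = activation factor of 2 or more at 20 µM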
Target sequence (P34949 whole entry, looked up): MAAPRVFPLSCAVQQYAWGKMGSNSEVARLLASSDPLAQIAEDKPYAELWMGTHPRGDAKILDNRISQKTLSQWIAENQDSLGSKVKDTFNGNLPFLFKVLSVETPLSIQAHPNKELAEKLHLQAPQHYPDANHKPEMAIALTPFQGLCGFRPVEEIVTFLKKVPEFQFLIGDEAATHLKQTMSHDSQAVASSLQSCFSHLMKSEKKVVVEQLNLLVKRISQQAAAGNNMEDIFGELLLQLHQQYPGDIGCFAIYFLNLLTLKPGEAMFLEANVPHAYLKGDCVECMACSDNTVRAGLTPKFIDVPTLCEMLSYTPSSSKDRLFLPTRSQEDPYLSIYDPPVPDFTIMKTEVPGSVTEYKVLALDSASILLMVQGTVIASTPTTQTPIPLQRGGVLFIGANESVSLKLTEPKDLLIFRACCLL
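Material: human phosphomannose isomerase with PGI, G6PDH, diaphorase coupling enzymes. Quantity: 15 ng/mL PMI. Medium: HEPES pH 7.4 buffer with MgCl2 and Tween-20. Reagent: Near-saturating mannose-6-phosphate, 1.0 mM. Compound: 20 µM single dose. Times: enzyme reaction with compound 20 min at room temperature. Detection: resorufin fluorescence at Ex 544/Em 590 nm.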
PMI activator: activators of human PMI, primary screen, biochemical, fluorescence intensity, near-Km mannose 6-phosphate. purified human PMI, coupled resazurin fluorescence, 20 min; stronger effect = higher value; 1 = vehicle control, 0 substrate-free wells. AID 1214, 2008. Mannose-6-phosphate isomerase (Homo sapiens), P34949. 190,000 compounds, 0.005% hits. activation factor at 20 µM;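 active = activation factor of 2 or more at 20 µM, relative to plate controls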
TNAP inh hiacc: human TNAP enzyme inhibitors, primary screen, biochemical, luminescent, high phosphate acceptor level, uHTS; Alkaline phosphatase, tissue-nonspecific isozyme (Homo sapiens), P05186; purified TNAP, CDP-star luminescence, 1 M DEA; inhibition, % at 20 µM; 200,000 compounds, 0.03% hits; AID 1135, 2008;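 active = over 50% inhibition of tissue-nonspecific alkaline phosphatase at 20 µM in the single-dose screen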;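 also: plate controls were DMSO wells for no effect and EDTA-quenched wells as full inhibition for full effect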
Hsp70 act: Hsp70 transcriptional activators, primary screen, cell-based, HeLa, Hsp70 promoter luciferase, luminescence, 10 µM. activation, % at 10 µM. 200,000 compounds, 0.04% hits. HeLa Hsp70 promoter luciferase reporter; scaled: vehicle 0, proteasome-inhibitor control 100%;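 active = activation above the mean across all tested compounds plus 3 SD, cutoff set per campaign, cut at about 5.5% in these data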;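 also: 100% = MG132 at 30 µM as the positive control and 0% = DMSO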
S1P3 antagonist: S1P3 receptor antagonists, primary screen, cell-based | CHO S1P3 NFAT-BLA reporter, FRET fluorescence, antagonist mode | 170,000 compounds, 0.27% hits | Sphingosine 1-phosphate receptor 3 (Homo sapiens), Q99500 | inhibition, % at 4.98 µM;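 active = inhibition above the plate cutoff, the mean inhibition of test wells on that plate plus 3 SD, cut at about 28% in these data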;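 also: cells challenged with S1P at its EC80 of 0.8 µM; blue over green emission ratio from cleaved BLA substrate after 4 h stimulation; 0% = S1P-stimulated wells and 100% = unstimulated DMSO-only wells; some compounds past the cut are filed as inactive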
Target sequence (Q99500 whole entry, looked up): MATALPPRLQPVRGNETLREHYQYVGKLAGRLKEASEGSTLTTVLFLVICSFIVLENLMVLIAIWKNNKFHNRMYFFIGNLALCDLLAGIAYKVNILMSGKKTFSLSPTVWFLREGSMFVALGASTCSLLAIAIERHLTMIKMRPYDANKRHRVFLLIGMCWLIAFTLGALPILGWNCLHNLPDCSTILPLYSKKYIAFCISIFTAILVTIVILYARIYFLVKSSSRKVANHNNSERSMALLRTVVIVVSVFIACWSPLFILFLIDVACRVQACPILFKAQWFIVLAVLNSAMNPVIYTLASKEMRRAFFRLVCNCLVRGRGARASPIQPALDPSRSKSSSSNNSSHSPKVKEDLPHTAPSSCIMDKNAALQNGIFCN
Active calls of the source: *; · = not tested or not shown.

mol,RAM network inh,HMGR II inh,DTT redox prof,Lmaj promast,TNAP inh no acc,PMI act hi M6P,PMI activator,TNAP inh hiacc,Hsp70 act,S1P3 antagonist
O=C(CSc1nnc(-c2cnccn2)n1Cc1ccco1)c1ccc(Cl)c(Cl)c1,4.7,-3,2.0,-1,-5,1,1,-4,0.6,-13
COc1ccc(OC)c(NC(=O)CN(C)CC(=O)Nc2ccccc2Br)c1,0.7,-8,0.0,-2,-28,1.1,1.2,-5,-0.4,11
Cc1cc(C)c(-n2nnnc2SC(C)C)c(C)c1,-1.5,-5,3.6,-2,-8,1,1,-5,-0.3,-5
Cc1ccc(S(=O)(=O)Nc2nc3ccccc3nc2NCc2ccc3c(c2)OCO3)cc1C,3.0,-6,0.3,-5,-14,1.1,1,-2,-0.3,-11
NC(=O)c1ccc(Oc2ncc(C(F)(F)F)cc2Cl)cc1,0.8,0,-2.2,-3,-7,1.2,1.4,-1,-0.3,1
CCCNC(=O)Cn1cnc2sc(C(=O)Nc3cc(OC)c(OC)c(OC)c3)c(C)c2c1=O,2.2,1,-0.4,-7,-21,1.1,0.9,-7,0.0,·
O=C(CNC(=S)N(CCCN1CCOCC1)Cc1cccs1)NCCCN1CCOCC1,-0.4,-4,-0.3,-2,-28,1.1,1,-1,-0.5,6
CC1(c2ccc3c(c2)OCO3)NC(=O)N(CC(=O)Nc2ccc(N3CCOCC3)cc2)C1=O (centres undefined),3.5,-5,-1.9,1,-7,1.1,1,-3,-0.3,-22
O=C(O)c1ccccc1-c1ccccc1C(=O)Nc1cccc2ccccc12,-0.5,-3,-7.7,-5,-8,1,0.9,-4,-0.3,·
CCOC(=O)c1[nH]c(C)c(C(=O)NC(C)CC)c1C (centres undefined),-1.4,-5,-4.1,-7,-14,0.9,0.9,-6,-0.3,-7
COc1ccc(Cc2nc(-c3ccccc3)no2)cc1,-0.4,-2,2.0,-4,-9,0.9,0.9,-1,0.1,4
O=C(CN(Cc1cccs1)C(=O)CNS(=O)(=O)c1ccc(Cl)cc1)NCc1ccco1,2.0,0,0.6,7,-12,1,1,-6,-0.2,·
CN(C(=O)/C=C/c1ccco1)c1ccccc1C(=O)O,-0.4,-9,-1.4,3,-12,1.1,1.3,-1,-0.3,-7
CCCCCCC12CCC(C(=O)O)(CC1)CC2,3.4,0,-0.3,-5,-14,0.9,0.9,0,-0.2,·
CCN1C(=O)CC(N2CCC(Nc3ccc(F)cc3)CC2)C1=O (centres undefined),1.5,0,0.8,-7,-9,0.9,0.8,-2,0.0,1
COCc1nnc(NC(=O)CCc2ccccc2)s1,0.5,-3,0.5,-6,-2,0.9,1,-2,-0.5,-9
O=c1oc2ccccc2c(N2CCCCC2)c1CN1CCCCC1,1.3,-1,2.2,2,-5,1,1.1,1,-0.1,-29
CC1=CC(C)(C)NC(=S)N1c1ccc2ccccc2c1,4.9,-1,-1.0,10,-8,1,1,-10,-0.1,·
S=c1[nH]nc(-c2cccs2)n1Cc1ccccc1,2.9,1,-0.9,-2,-3,1,0.9,0,-0.5,-10
COc1ccc(CNC(=O)CCSCc2cccc(Cl)c2)cc1,0.4,-1,0.3,-5,-14,0.9,0.9,-3,-0.2,6
CCCCNC(=O)c1cc2c(=O)n3cccc(C)c3nc2n(Cc2ccncc2)c1=N,2.0,-3,-0.4,37,-8,0.9,0.9,-2,0.1,-8
C=CCc1cccc(/C=N/c2nc3ccccc3n2CC)c1O,2.8,-2,-1.4,17,8,0.8,0.8,0,-0.5,0
CCCCOc1ccc(-c2c(C#N)c(N)nc(SCC(N)=O)c2C#N)cc1,0.7,-1,0.3,17,2,0.9,0.9,6,0.0,18
CNc1cc(CS(=O)c2ccccc2)nc(-c2ccccc2)n1 (centres undefined),-0.5,-6,2.6,-1,-7,1,0.9,-4,-0.3,·
O=C1N(c2ccccc2)C[C@@H]2C[C@@H](c3cc4ccccc4o3)N3CCC[C@@]123,-0.8,-8,-0.6,19,-6,1,1,-5,0.5,4
COc1ccc(OCC(=O)NC(=S)Nc2ccc(S(=O)(=O)Nc3cc(OC)nc(OC)n3)cc2)cc1,3.5,0,-0.4,-11,0,0.9,1,0,0.1,8
CCC(=O)NCCc1nc2ccccc2n1Cc1ccc(C)cc1,0.4,7,1.3,-4,-7,0.8,0.9,-4,-0.3,·
CCN1CCN(C(=O)c2cc3c(=O)oc4ccc(C)cc4c3s2)CC1,1.0,0,-0.2,-3,-5,0.9,0.9,-1,-0.1,-31
NS(=O)(=O)c1ccc(CCNC(=O)c2ccccc2[N+](=O)[O-])cc1,0.8,-1,-0.2,-4,-15,1.1,1.1,3,0.1,-6
Cn1c(=O)cc(OCC(=O)NCc2cccnc2)c2ccccc21,-0.8,-4,2.0,-2,-9,1,1,-2,-0.2,4
COc1ccccc1N1CCN(C(=O)C(C)N(c2ccc(C)cc2)S(C)(=O)=O)CC1 (centres undefined),2.0,3,1.6,-2,-3,1,1,-4,-0.3,-35
Cc1nc(Nc2nc(CSc3nc4ccccc4[nH]3)cc(=O)[nH]2)nc2ccccc12,1.7,0,-0.2,47,-146,1,1,-3,-0.3,15
O=C1NC2(CCN(Cc3ccccc3)CC2)Oc2ccccc21,-0.5,-8,1.1,6,-5,0.9,1,-2,-0.2,4
O=C(CSc1nc2ccccc2c(=O)n1Cc1ccco1)N1CCCC1,3.6,2,0.4,8,0,1,1,-5,-0.4,-11
Cc1ccc(OCC(=O)N2CCCC(CCC(=O)N(C)CCc3ccccn3)C2)cc1 (centres undefined),2.0,3,-0.3,-2,-3,1.1,1,1,-0.2,-6
CCOc1cc(NC(=S)NCc2ccco2)c(OCC)cc1NC(C)=O,3.2,-2,-6.1,-3,-7,0.9,1,-3,-0.5,·
Cc1cnc(NC(=O)c2sc3ccccc3c2Cl)s1,4.9,3,0.7,-3,-6,1,1,-1,-0.2,-1
COc1ccc(C2CC(c3ccc(Br)cc3)=NN2C(=O)CSC2=NCCS2)cc1 (centres undefined),5.9,-3,0.9,28,3,0.8,0.7,-1,0.0,1
Cc1ccc(CC2CC(=O)N(c3nc4ccccc4n3C)C2=O)cc1 (centres undefined),0.1,-5,0.0,-7,-4,1,1,-6,-0.6,·
CC(C)c1onc(C(=O)NCc2ccccc2)c1[N+](=O)[O-],1.0,-3,-0.5,-8,-13,1,0.9,-3,0.0,9
O=S1(=O)CCN(OCc2ccc(Cl)cc2)CC1,2.2,-1,-0.6,-5,-3,1,1,0,0.0,0
O=C(CSc1nc2sc3c(c2c(=O)n1Cc1ccco1)CCC3)N1CCc2ccccc21,·,·,4.1,-4,·,·,·,·,-0.3,-6
CN(C)CC(C)(C)CNC(C(=O)Nc1ccc(Cl)cc1C(F)(F)F)c1ccccc1 (centres undefined),-0.4,0,-1.3,16,-5,1,1,-8,0.1,-3
O=C(Cn1cnc2c(cnn2-c2ccccc2)c1=O)c1ccc(Cl)cc1,-0.8,-6,0.3,-7,-4,1,1,1,0.0,-19
Cc1ccc2[nH]c3c(c2c1)CN(C(=O)CN1CCN(Cc2ccc4c(c2)OCO4)CC1)CC3,-0.9,-1,-0.6,95*,-8,1,1.1,-2,0.0,12
CN(C)S(=O)(=O)c1ccc(C(=O)N2CCOCC2)cc1,1.2,3,0.1,-4,-10,1,1,-6,-0.4,·
O=C(CSc1nnc(-c2ccccc2)o1)Nn1cnnc1,-0.1,-3,0.0,1,-5,1.1,1.1,1,-0.2,-48
c1ccc2c(c1)nnn1c3ccccc3nc21,3.5,-1,0.9,14,-2,0.9,0.9,-5,-0.1,-84
O=[N+]([O-])c1cc(Cl)ccc1-c1nc(-c2ccccc2)no1,2.5,0,-0.4,89*,-10,0.9,0.8,3,0.7,4
CN(C)/C(CN1CCCCC1)=C1\N=C(c2ccccc2)OC1=O,-0.3,-3,-1.9,-3,-5,0.9,0.9,-3,0.1,·
O=C(O)CCCC(=O)Nc1nc2n(n1)C(c1ccc(F)cc1)CC(c1ccc(Cl)cc1)N2 (centres undefined),1.4,0,-0.2,-3,-4,1.1,1.1,-1,-0.3,-19
C/C=C(\CS(=O)(=O)c1ccccc1)S(=O)(=O)c1ccccc1,-0.5,0,-0.2,26,-5,1.1,1,-8,0.4,-14
CCc1ccccc1NC(=O)CSc1n[nH]c(C)c1[N+](=O)[O-],2.4,2,0.5,7,-10,0.9,0.9,0,-0.2,-11
CCN(CC)C(=O)c1ccc(NS(=O)(=O)c2ccccc2)cc1,2.6,-2,2.8,5,3,1,1.1,-3,0.0,-55

Assay outcomes deposited in PubChem by several laboratories.

Rows are unselected; overall some 12% were active at least once.
